High-throughput results from PubChem BioAssay.
AmpC inh no detg: inhibitors of E. coli AmpC beta-lactamase without detergent | P00811 | AmpC nitrocefin hydrolysis, absorbance 480 nm, 0.0001% Triton | Potency, µM (top dose mostly 57.1 µM), inactives show at the highest dose activity change, negative = inhibition, hits mostly inhibitors | 330,000 compounds, 0.52% hits;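 note: plate controls were no compound for no effect and no enzyme for full effect; nearly all actives have a fitted effect of over 20% in size; some results filed as inactive show a strong effect at the top dose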
Target sequence (P00811 whole entry, looked up): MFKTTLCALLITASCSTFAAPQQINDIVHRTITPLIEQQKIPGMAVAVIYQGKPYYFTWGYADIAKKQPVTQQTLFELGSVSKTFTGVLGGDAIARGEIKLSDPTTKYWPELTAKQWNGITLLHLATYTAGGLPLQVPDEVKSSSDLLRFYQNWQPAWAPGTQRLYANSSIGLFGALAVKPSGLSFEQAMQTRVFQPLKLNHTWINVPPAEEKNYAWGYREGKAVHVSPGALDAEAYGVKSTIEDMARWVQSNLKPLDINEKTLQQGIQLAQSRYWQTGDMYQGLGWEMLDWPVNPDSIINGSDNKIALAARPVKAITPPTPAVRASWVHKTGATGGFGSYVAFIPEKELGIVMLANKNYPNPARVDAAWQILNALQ
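20 mM phosphate pH 7.0 + 0.01% (detergent screen) or 0.0001% Triton X-100; 5.3 nM AmpC reagent; cpd preinc 15 min RT; nitrocefin (800 uM stock) to start; A480 q20 s × 4 min; Activity was normalised to no-enzyme and no-compound control wells.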
Tb PYK inh: inhibitors of Trypanosoma brucei pyruvate kinase; Q57TT1; TbPYK enzyme, Kinase-Glo Plus ATP luminescence, 45 min; Potency, µM (top dose mostly 76.8 µM), for the others: at the top dose activity, negative = inhibition, hits mostly inhibitors; 410,000 compounds, 0.12% hits; note: nearly all actives have a fitted effect of over 50% in size
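T. brucei PYK with substrate was exposed to pin-transferred compounds across a concentration series, then started with 130 uM ADP (final). After 45 min at room temperature, Kinase-Glo Plus luminescence was read, normalized and curve-fitted.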
* hit, by the source's call; [ ] = another dose, or the depositor's remark. Calls come from the whole dose curve; as a rule, active = well fitted curve in the direction sought with a large enough effect; inconclusive = small, poorly fitted or top-dose-only effect, or another doubt; inactive = no such curve, though single readings can be large; an effect the other way counts as inactive or inconclusive. Unless noted, % is set by controls: 0 for no effect and ±100 for the full control effect; potency is the fitted concentration of half-maximal effect.

SMILES	AmpC inh no detg	Tb PYK inh
COc1ccc(NS(=O)(=O)c2cccc(C(=O)NN=C(C)c3ccco3)c2)cc1	-36%	0%
Cc1cccc(C(=O)OCC(=O)N2CCc3ccccc3C2)c1O	-15%	4%
CS(=O)(=O)c1ccc(-c2sc3ccccc3c2C(=O)N2CCN(c3ccc(F)cc3)CC2)cc1	1%	-20%
Cc1cnc(C(=O)OCC(=O)NCc2ccc(Cl)cc2)cn1	-21%	1%
Cc1cc(CNC(=O)COC(=O)C2CC3CCCC(C2)C3=O)cc(C)c1O (stereo not drawn)	-13%	4%
O=C(Nc1ccc(Cl)c(S(=O)(=O)N2CCOCC2)c1)c1cc2ccccc2oc1=O	-8%	9%
O=C(C[C@H]1C/C=C\C[C@@H](Cc2ccc(F)cc2)C(=O)OC[C@H]2CCCN2C1=O)N[C@@H](CO)Cc1ccccc1	236%[activator]	-3%
O=c1oc2ccc(C#CC3(O)CCCCC3)cc2cc1-n1cc(-c2ccccn2)nn1	-23%	1%
COC1=CC(=O)[C@@]2([C@@H]1O)[C@@H](Cl)C[C@]13C(OC)=C(OC)C(=O)C[C@]21CCN3C	-8%	3%
Cc1ccc(C)c(OCCC(=O)Nc2cc(S(=O)(=O)N3CCCCC3)ccc2C)c1	0%	-4%
Cc1cccc(N2CCN(C(=O)[C@H](C)N3C(=O)C4CC=CCC4C3=O)CC2)c1C (stereo partly drawn)	182%[activator]	-12%
Cc1cc(C)n2nc(C(=O)OCC(=O)N(CC(C)C)C3CCS(=O)(=O)C3)nc2n1 (stereo not drawn)	-10%	-4%
CCn1c(C)cc(C(=O)COC(=O)c2cccnc2SC)c1C	21%	-7%
COc1ccc(NC(=O)CN2CCCCC2)cc1S(=O)(=O)N1CCCCC1	-25%	27%
CCN(C[C@H]1N[C@@](Cc2ccccc2)(C(=O)OC)[C@H]2C(=O)N(C)C(=O)[C@@H]12)C(=O)C1CCCCC1	52%	9%
CN1C2CCC1C(C(=O)O)C(O)C2 (stereo not drawn)	-17%	-2%
NS(=O)(=O)c1ccc(N2N=C(c3ccccc3)CC2c2ccccc2Cl)cc1 (stereo not drawn)	-25%	-3%
COc1ccc(C=NNc2ccc([N+](=O)[O-])cc2S(=O)(=O)Nc2ccccc2C(=O)O)cc1OC	-23%	0%
CCCCOc1ccc(C(=O)NNC(=O)c2cnccn2)cc1OC	3%	-1%
C=CC[C@@H](CC(=O)NCCO)C(=O)NCCOC(=O)[C@@H](CC=C)Cc1ccc(F)cc1	146%[activator]	0%
CCOC(=O)c1c(NC(=O)COC(=O)c2cnccn2)sc(C)c1C	-1%	-1%
O=C(Nc1ccc(C(=O)N2CCCC(CO)C2)cc1)c1ccc(Br)o1 (stereo not drawn)	-10%	-4%
CCCn1nc(C(=O)N2CCN(c3ccccn3)CC2)c2ccccc2c1=O	-2%	1%
O=C(COC(=O)/C=C/c1cccc(F)c1)NC1CC1	-15%	-2%
CC(=O)c1c(C)[nH]c(C(=O)OCC(=O)c2ccc3c(c2)NC(=O)CO3)c1C	2%	0%
Continued:
SMILES	AmpC inh no detg	Tb PYK inh
C[C@H](CO)N1C[C@H](C)[C@@H](CN(C)C(=O)Nc2ccc(C(F)(F)F)cc2)Oc2c(NC(=O)Cc3ccccc3)cccc2C1=O	214%[activator]	-1%
CCN(C(=O)COC(=O)c1ccccc1OCc1ccc(Cl)cc1)C1CCS(=O)(=O)C1 (stereo not drawn)	147%[activator]	3%
O=C1N[C@@H](Cc2ccccc2)COC(=O)[C@@H](Cc2ccc(F)cc2)C/C=C\C[C@@H]1CC(=O)N(CCO)Cc1ccccc1	162%[activator]	0%
CCOC(=O)c1c(C)[nH]c(C(C)=NNC(=O)c2cccs2)c1C	-10%	-6%
CCC(CO)Oc1cc(NCc2ccccc2C)c2ncn(C(C)C)c2c1 (stereo not drawn)	25%	-8%
O=C(Cn1cnc2c(OCc3ccccc3)ncnc21)N1CCN(c2ccccn2)CC1	1%	1%
C=CC[C@H](CC(=O)NCCO)C(=O)N[C@H](COC(=O)[C@H](CC=C)CC(=O)OC(C)(C)C)c1ccccc1	215%[activator]	-1%
COc1ccc(-c2ccc3c(c2)S(=O)(=O)c2cccc(C(=O)N4CCN(c5ccc(Cl)cn5)CC4)c2C3=O)cc1OC	-54%	-3%
O=C(CC1SC(N2CCCCC2)=NC1=O)Nc1cccc(C(=O)NCc2ccccc2)c1 (stereo not drawn)	-38%	-2%
COC(=O)[C@]1(Cc2ccccc2)N[C@H](c2ccc(SC3CCCCC3)c(OC)c2)[C@@H]2C(=O)N(C)C(=O)[C@@H]21	213%[activator]	-1%
Cc1ccc(S(=O)(=O)/N=C(/Nc2ccccc2C)c2ccccc2)cc1	-18%	-1%
COc1ccc(/C=C/C(=O)OCC(=O)NC(C)CCc2ccccc2)cc1OC (stereo not drawn)	33%	2%
COC(=O)C[C@H](NC(=O)Cn1cnc2c(OCc3ccccc3)ncnc21)C(=O)OC	1%	-6%
CCN(C[C@H]1N[C@@](Cc2ccccc2)(C(=O)OC)[C@H]2C(=O)N(C)C(=O)[C@@H]12)C(=O)COc1ccccc1	73%[activator]	0%
CCOc1ccc(NC(=O)CN2C(=O)NC3(CCCCCC3)C2=O)cc1	-26%	2%
CC(=O)Nc1ccc(C(=O)COC(=O)c2cc(C)oc2C)c(F)c1	-2%	4%
O=C(Nc1cccc(S(=O)(=O)NCc2ccco2)c1)c1cccc(Cl)c1	-21%	3%
CC(=O)C[C@H](O)CC(=O)[C@@H]1OC(=O)CCCCCCCCc2ccccc21	184%[activator]	-2%
O=C1CCN(Cc2ccccc2)C=C1c1ccc(Cl)cc1	4%	4%
Cc1ccccc1C(=O)N[C@H](C(=O)OCC(=O)NC1CC1)C(C)C	-13%	-8%
O=C(COc1ccc2ccc(=O)oc2c1)NC1CCS(=O)(=O)C1 (stereo not drawn)	-5%	-5%
Cc1cc(Cl)ccc1OCC(=O)NNC(=O)c1ccc(=O)[nH]c1	-4%	-11%
O=C(COc1ccccc1F)Nc1ccc2c(c1)CCC2	-24%	4%
CC(NC(=O)COC(=O)COc1ccc(Cl)cc1)c1ccccc1 (stereo not drawn)	-4%	3%
CN(C)S(=O)(=O)c1cccc(NC(=O)COc2ccc(S(=O)(=O)N3CCOCC3)cc2Cl)c1	-1%	8%

Part of the list above in order of molar mass, high to low:
SMILES	AmpC inh no detg	Tb PYK inh
COc1ccc(-c2ccc3c(c2)S(=O)(=O)c2cccc(C(=O)N4CCN(c5ccc(Cl)cn5)CC4)c2C3=O)cc1OC	-54%	-3%
O=C(C[C@H]1C/C=C\C[C@@H](Cc2ccc(F)cc2)C(=O)OC[C@H]2CCCN2C1=O)N[C@@H](CO)Cc1ccccc1	236%[activator]	-3%
Cc1ccc(C)c(OCCC(=O)Nc2cc(S(=O)(=O)N3CCCCC3)ccc2C)c1	0%	-4%
O=C(Cn1cnc2c(OCc3ccccc3)ncnc21)N1CCN(c2ccccn2)CC1	1%	1%
COc1ccc(NS(=O)(=O)c2cccc(C(=O)NN=C(C)c3ccco3)c2)cc1	-36%	0%
NS(=O)(=O)c1ccc(N2N=C(c3ccccc3)CC2c2ccccc2Cl)cc1 (stereo not drawn)	-25%	-3%
COC1=CC(=O)[C@@]2([C@@H]1O)[C@@H](Cl)C[C@]13C(OC)=C(OC)C(=O)C[C@]21CCN3C	-8%	3%
COc1ccc(/C=C/C(=O)OCC(=O)NC(C)CCc2ccccc2)cc1OC (stereo not drawn)	33%	2%
CC(=O)C[C@H](O)CC(=O)[C@@H]1OC(=O)CCCCCCCCc2ccccc21	184%[activator]	-2%
CCC(CO)Oc1cc(NCc2ccccc2C)c2ncn(C(C)C)c2c1 (stereo not drawn)	25%	-8%
Cc1ccc(S(=O)(=O)/N=C(/Nc2ccccc2C)c2ccccc2)cc1	-18%	-1%
CCOc1ccc(NC(=O)CN2C(=O)NC3(CCCCCC3)C2=O)cc1	-26%	2%
CCOC(=O)c1c(C)[nH]c(C(C)=NNC(=O)c2cccs2)c1C	-10%	-6%
Cc1cnc(C(=O)OCC(=O)NCc2ccc(Cl)cc2)cn1	-21%	1%
CN1C2CCC1C(C(=O)O)C(O)C2 (stereo not drawn)	-17%	-2%

Later entries:
SMILES	AmpC inh no detg	Tb PYK inh
COc1cc(-c2noc(C)c2C(=O)NCCc2ccccc2)cc(OC)c1OC	12%	1%
C[C@]12c3[nH]c4cc(-c5ccco5)ccc4c3CCN1C(=O)[C@@H](CC(=O)NCc1cccc(C(F)(F)F)c1)C[C@@H]2C(=O)N1CCCCC1	72%[activator]	4%
CN(C)S(=O)(=O)c1cccc(C(=O)N2CCN(C(=O)C3CCCO3)CC2)c1 (stereo not drawn)	-19%	-3%
C=CC[C@@H](CC(=O)NCCO)C(=O)NC[C@H](OC(=O)[C@@H](CC=C)CC(=O)OC(C)(C)C)c1ccccc1	196%[activator]	-15%
COCCn1c(SCC(=O)NNC(=O)c2ccccc2)nc2ccccc21	-37%	5%
CC(C)(C)[C@H]1COC(=O)CCC/C=C/C[C@H](CC(=O)N(CCO)Cc2ccccc2)C(=O)N1	87%[activator]	-2%
Cc1ccc(C(=O)NCC(c2ccc(F)cc2)N2CCOCC2)s1 (stereo not drawn)	-14%	-2%
COc1ccc(-c2c(C#CC(C)(C)O)c3ccccc3n2C)cc1	-12%	-6%
C[C@H](CO)N1C[C@H](C)[C@@H](CN(C)S(=O)(=O)c2ccccc2)Oc2ccc(NC(=O)CCN3CCOCC3)cc2C1=O	144%[activator]	-4%
Cc1cc(C)n2nc(SCC(=O)NC(=O)c3ccccc3)nc2n1	-36%	0%
CCC(C(=O)Nc1ccc(N2CCOCC2)c(S(=O)(=O)Nc2ccccc2OC)c1)c1ccccc1 (stereo not drawn)	1%	-10%
CN(C)CCCNC(=O)C[C@H]1C[C@H](C(=O)N2CCCCC2)[C@@]2(CCc3ccccc3)c3[nH]c4cc(CCC(=O)N(C)C)ccc4c3CCN2C1=O	177%[activator]	-4%
Cc1ccc([C@@H]2CC=C(C(=O)O)[C@H](c3cccc(Cl)c3)N2S(=O)(=O)c2ccccc2C)cc1	-25%	5%
CC(=O)[C@@]1(O)CCC2C3CC[C@H]4C[C@@H](O)CC[C@]4(C)C3CC[C@@]21C (stereo partly drawn)	-20%	3%
O=C(COC(=O)c1ccco1)Nc1cccc(S(=O)(=O)N2CCCCC2)c1	-39%	0%
CC(C)N(C(=O)[C@H]1C[C@H](CC(=O)NC(C)(C)C)C(=O)N2CCc3c([nH]c4ccc(Cl)cc34)[C@]12C)C(C)C	296%[activator]	-9%
COc1ccc2c3c1OC1C(O)C=CC4[C@@H](C2)N(C)CC[C@]314 (stereo partly drawn)	-18%	1%
CSc1ncccc1C(=O)OCC(=O)Nc1ccc(Cl)cn1	-14%	-2%
CCOc1cc(C(=O)OCc2cc(=O)n3c(C)csc3n2)ccc1OC	-18%	0%
O=C(COC(=O)COc1ccccc1)NCc1ccc2c(c1)OCO2	-10%	-17%
Cc1cc(C)c(CN2CCN(C(=O)Cn3cnc4c(NCc5ccccc5)ncnc43)CC2)c(C)c1	-1%	-4%
CC1(C(=O)OCC(=O)Nc2ccc(Cl)cn2)CC1(Cl)Cl (stereo not drawn)	-28%	-11%
O=C(COC(=O)[C@H](Cc1ccccc1)NC(=O)c1ccco1)Nc1ccccc1OC(F)F	-18%	-2%
O=C(OC1CC2CCC(N2)C1C(=O)O)c1ccccc1 (stereo not drawn)	-45%	8%
CN(C)C(=O)CCc1ccc2c3c([nH]c2c1)[C@]1(C)[C@@H](C(=O)N2CCOCC2)C[C@H](CC(=O)NCc2cccc(C(F)(F)F)c2)C(=O)N1CC3	265%[activator]	0%
CCCn1c(SCC(=O)Nc2ccc3c(c2)OCO3)n[nH]c1=O	-9%	0%

Only part of the results is shown, so the mix of outcomes need not match the whole.
